# Screening results from PubChem BioAssay.
# KCNH2 WT inh: qHTS for Inhibitors of KCHN2 3.1: Wildtype qHTS | U2OS, BacMam KCNH2, thallium flux FluxOr; hits give low values | activity change, % at 1.84 µM | actives 0.37% (n = 340,000) | AID 720551, 2013;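 active = maximum activity change below -70%; inconclusive = maximum activity change between -70% and -50%; inactive = maximum activity change above -50%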; note: % is set by controls: 0 for no effect and ±100 for the full control effect
#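 U2OS cells transduced with wild-type KCNH2 virus are loaded with FluxOr dye for 45 min, and thallium flux is measured in kinetic reads before and after stimulation buffer. Rate constants are normalized to DMSO controls.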
# Tb PFK block: qHTS Assay to Find Inhibitors of T. brucei phosphofructokinase. actives 0.17% (n = 330,000). Potency, µM (series often up to 57.5 µM), for inactives: top-dose activity, negative = inhibition, usual class: inhibitors. T. brucei PFK, ADP-Glo luminescence. AID 485367, 2010. ATP-dependent 6-phosphofructokinase (Trypanosoma brucei brucei), O15648;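 note: potency is the fitted concentration of half-maximal effect; 0% = uninhibited 1x PFK enzyme wells and -100% = no-enzyme wells; nearly all actives have a fitted effect of over 60% in size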
#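 1.25 nM PFK with 0.5 mM F6P and 0.1 mM ATP in 0.1 M TEA pH 8.0, 5 mM MgCl2, incubated 45 min at room temperature; ADP measured by ADP-Glo luminescence; compounds titrated up to 57 uM.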
# MLL CXXC-DNA inh: qHTS Fluorescence Polarization Assay for Inhibitors of MLL CXXC domain - DNA interaction; MLL-CXXC / FITC-HOXA9 DNA fluorescence polarization; Potency, µM (titrated, usually from 115 µM), inactives show at the top dose activity change, negative = inhibition, actives largely listed as inhibitors; actives 0.037% (n = 290,000); active = well fitted inhibition curve with a large enough effect in the polarisation, with a control signal flat, not every such curve was filed as active; inconclusive = small, poorly fitted or top-dose-only effect, or effect the other way, or a change in a side signal; inactive = no such curve, though single readings can be large or run the other way; the % refers to the polarisation; note: potency is the fitted concentration of half-maximal effect
#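 Purified MLL-CXXC (added from a 7 uM solution) was preincubated 5 min at ambient with pinned compounds in 50 mM Tris-HCl pH 7.5, 50 mM NaCl, 1 mM DTT, 0.05% BSA. Fluorescein-labeled HOX-A9 DNA (50 nM solution) followed, 30 min, then polarization read.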
# GALK inhibitor: qHTS Assay for Inhibitors of Human Galactokinase (GALK). Purified GALK, Kinase-Glo residual ATP luminescence. AID 1868, 2009. Potency, µM (top dose mostly 57.5 µM), for the others: at the highest dose activity change, negative = inhibition, most hits filed as inhibitors. actives 0.007% (n = 270,000). P51570; note: potency is the fitted concentration of half-maximal effect; % is set by controls: 0 for no effect and ±100 for the full control effect
#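 Compounds were pin-transferred into ATP buffer (35 uM final), then GALK plus galactose (5 nM, 100 uM final) was added. After 1 h at room temperature, Kinase-Glo Plus was added and luminescence read after 10 min.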
# Giardia killer: Small Molecules that selectively kill Giardia lamblia: qHTS; Giardia lamblia trophozoite viability; activity change, % at 7.66 µM, hits read low; actives 0.15% (n = 340,000); in the data active = activity change below about -80%; inconclusive = between about -30% and that limit;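 note: parasites exposed to compound for two days anaerobically before the ATP read; % is set by controls: 0 for no effect and ±100 for the full control effect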
#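 Trophozoites 100 cells/well + cpd; 48 hrs, 37 deg C, anaerobic. ATPLite 1-Step added, 15-30 min RT, luminescence read (ATP-based viability).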
# TCR act: Activators of T cell receptors: qHTS campaign; Potency, µM (highest dose often 9.22 µM), for inactives: at the highest dose activation of IL-2 secretion, hits mostly activators; primary human leukocytes, anti-CD3, IL-2 HTRF, 48 h; 330,000 tested, under 10 active; note: % of control where 0% means no effect
#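 IL-2 release read by HTRF sandwich (Eu cryptate donor, d2 acceptor, 665 nm emission) after 48 hr exposure of primary human leukocytes to compound together with anti-CD3 beads in the absence of co-stimulatory signals.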
# TSHR antagonist: Antagonists of the Thyroid Stimulating Hormone Receptor: HTS campaign; Thyrotropin receptor (Homo sapiens), P16473; TSHR-expressing cells, TSH-stimulated cAMP HTRF, 2 h; hits give low values; activity change, negative = inhibition, % at 11.5 µM; actives 0.2% (n = 330,000); AID 504810, 2011;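 active = activity change below a set negative limit, meaning inhibition stronger than a set level, cut at about -70% in these data; inconclusive = activity change between two set negative limits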; note: % is set by controls: 0 for no effect and ±100 for the full control effect
#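 Freshly harvested TSHR cells receive pin-tooled compound, then EC80 TSH at 4nM final. After 2 hours at 37 deg C, antibody in lysis buffer and cAMP-d2 are added; 30 minutes at ambient temperature precede the HTRF read.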
# Coupling enz: qHTS Assay for Inhibitors of Fructose-1,6-bisphosphate Aldolase from Giardia Lamblia: Coupling assay counterscreen. coupling enzyme system counterscreen, AmpLite Red fluorescence. activity change, negative = inhibition, % at 58.2 µM, hits read low. actives 0.67% (n = 290,000). AID 2472, 2010; in the data active = activity change below about -30%; note: % is set by controls: 0 for no effect and ±100 for the full control effect
#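 Compounds tested against the coupling enzymes alone at 57.5 uM final; readout was AmpLite Red fluorescence (525/598 nm) after 20 min at RT.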
# BCR signal inh: qHTS Assay to Find Inhibitors of Chronic Active B-Cell Receptor Signaling; ABC-DLBCL IkBa-CBG/CBR reporter, luminescence ratio, 4 h; Potency, µM (highest dose often 46.1 µM), inactives show top-dose ratio change, negative = lower green/red ratio, most hits filed as inhibitors; actives 0.05% (n = 340,000); AID 493014, 2011; active = well fitted inhibition curve with a large enough effect in the signal ratio, with a control signal flat, not every such curve was filed as active; inconclusive = small, poorly fitted or top-dose-only effect, or effect the other way, or a change in a side signal; the % refers to the signal ratio;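 note: potency is the fitted concentration of half-maximal effect; plate controls were basal doxycycline-induced cells for no effect and cells given 10 µM MG132 for full effect; MG132 reads +100%, hits lower the ratio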
#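 Cell line TMD8 (human ABC DLBCL), stably expressing tet-inducible CBG68-IkBa fusion and CBR; IMDM/0.5% FBS; cpd up to 46 uM; dox induction, 4 h, 37C/5% CO2; dual luminescence; green/red ratio; MG132 control.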
# A-T KAP1 phos: qHTS Assay for Identifying a Potential Treatment of Ataxia-Telangiectasia. […] A-T fibroblasts, KAP-1 phosphorylation AlphaLISA; neocarzinostatin DNA damage 30 min before lysis. Potency, µM (series often up to 57.5 µM), for inactives: top-dose activation, most hits filed as activators. actives 0.19% (n = 320,000); note: potency is the fitted concentration of half-maximal effect; % of control where 0% means no effect; nearly all actives have a fitted effect of over 45% in size
#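 ATM-like activity read as KAP-1 phosphorylation via AlphaLISA donor/acceptor antibody pairs after lysis and 6 hr at 25C. Cells were ATM-null patient fibroblasts ([…], hTERT), dosed 60 min, then exposed to the DSB inducer NCS for 30 min.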
# The depositor's hits bear a star; ? = inconclusive; . = not tested or not shown; [ ] = dose if it differs, or a comment. Unless noted, calls come from the whole dose curve; as a rule, active = well fitted curve in the direction sought with a large enough effect; inconclusive = small, poorly fitted or top-dose-only effect, or another doubt; inactive = no such curve, though single readings can be large; an effect the other way counts as inactive or inconclusive.
SMILES,KCNH2 WT inh,Tb PFK block,MLL CXXC-DNA inh,GALK inhibitor,Giardia killer,TCR act,TSHR antagonist,Coupling enz,BCR signal inh,A-T KAP1 phos
Cc1ccc[n+](Cc2ccc([N+](=O)[O-])cc2)c1,-2.6,-8.2%,18.3%,6.1%,-13.4,-19.3%,4.1,0.7,-5.9%,0.8%
CCOc1ccc(OCC)c(NC(=O)CC2Oc3ccc(C)cc3NC2=O)c1 (stereo not given),10.1,-1.3%,-4.0%,3.1%,-4.4,9.2%,-2.8,0.2,-5.2%,5.0%
O=C(NC1CCCCC1)c1ccc2c(=O)n(CC3CCCO3)c(=O)[nH]c2c1 (stereo not given),-15.1,-1.1%,-0.2%,1.0%,-1.3,-0.9%,3.9,5.9,10.7%,0.6%
Cc1ccc(Cn2cc(SCC(=O)Nc3nccs3)c3ccccc32)cc1,-11.9,-4.2%,-0.2%,0.4%,-6.9,1.1%,-12.5,0.8,-3.6%,25.0%
COc1ccc(C2/C(=C(/O)c3ccccc3)C(=O)C(=O)N2CCCN2CCOCC2)cc1 (stereo not given),-19.9,1.2%,-1.6%,4.5%,17.0,0.2%,-0.5,4.2,?,4.6%
CCN1C(=O)C(=O)N(CC(=O)Nc2ccccc2Oc2ccccc2)C1=O,-8.7,-6.4%,-7.9%,0.1%,14.0,9.0%,3.5,1.9,-5.7%,3.6%
O=C(c1cccc(F)c1)N1CCN(C(=O)c2cc3nc(-c4ccco4)cc(C(F)(F)F)n3n2)CC1,2.1,-1.2%,4.5%,-2.5%,-19.9,-2.6%,-4.7,0.1,-6.8%,0.7%
O=C(O)C1CCN(C(=O)c2ccccc2Cl)CC1,-5.7,4.7%,2.4%,-1.7%,-7.3,1.8%,5.3,4.7,?,-0.9%
CCOc1ccc(CC(=O)Nc2sc(Cc3ccccc3)cc2C(N)=O)cc1OCC,0.7,-8.1%,16.0%,-2.5%,-4.0,-1.0%,-5.6,0.5,-25.6%,3.6%
COCCCN1C(=O)C(=O)/C(=C(/O)c2ccc(OC)cc2)C1c1cccc(OC)c1 (stereo not given),2.5,5.5%[0.46 µM],13.4%,-4.7%,27.2,-5.4%,-1.2,3.4,0.1%,-2.2%
CCN1CCN(C(=O)Nc2ccc(Cc3ccc(NC(=O)N4CCN(CC)CC4)cc3)cc2)CC1,-0.5,3.3%,3.7%,1.5%,6.8,2.7%,2.6,-2.4,?,-16.2%
CCCOc1cccc(-c2cc(-c3n[nH]c(=S)n3CC)c3ccccc3n2)c1,9.2,2.7%,-10.4%,-3.5%,13.8,0.0%,16.2,-2.0,?,10.1%
FC(F)(F)c1ccc(Cl)c(-n2c(-c3ccco3)n[nH]c2=S)c1,5.0,1.6%,-0.8%,.,-1.2,-0.8%,-2.9,8.3,0.5%,0.9%
Cc1cccc(Cn2c(-c3ccc[nH]c3=O)nc3ccccc32)c1,4.6,-11.1%,?,4.2%,61.2[activator],-4.7%,1.2,1.1,-0.9%,1.2%
Cn1c(N)c(C(=O)COC(=O)CNC(=O)c2ccc(Cl)cc2Cl)c(=O)n(C)c1=O,-3.9,6.8%,.,.,13.4,6.9%[46.1 µM],-23.2,.,0.1%,-22.4%
O=C([C@@H]1CCCN1C(=O)c1cccs1)N1CCN(S(=O)(=O)c2ccccc2F)CC1,-22.0,-0.7%,.,.,27.2,.,-0.4,.,-0.9%,-0.6%
O=C(CN1CCN(c2cccc(C(F)(F)F)c2)CC1)NCc1ccccc1,-23.8,0.8%,-3.9%,4.5%,11.4,.,13.5,-3.5,6.5%,-0.2%
O=C(NCc1ccc(Cl)cc1)C1CCN(C(=O)Cc2ccccc2)CC1,21.4,-10.3%,3.4%,-2.9%,-4.3,6.1%,-3.6,4.0,0.8%,4.0%
Cc1cccc(C)c1NC(=S)N1CCCN(C)CC1,-1.2,-4.5%,-4.0%,0.1%,8.1,16.7%,6.9,-0.1,-9.1%,-0.7%
NS(=O)(=O)c1ccc(NC(=S)NCc2cccs2)cc1,6.8,-3.7%,6.1%,-2.6%,-16.8,-2.1%,-4.6,1.0,?,-1.9%
CCN(CC(=O)Nc1c(F)cccc1F)C(=O)c1cc(C)oc1C,-30.2,-0.7%,.,.,13.7,-32.1%,10.8,.,-1.2%,-4.2%
CC(C)CSc1nnc2[nH]c(=O)cc(N)n12,-7.5,-0.3%,1.1%,-0.7%,-13.7,3.6%[46.1 µM],1.7,1.2,?,-0.7%
COC(=O)CCC(=O)Nc1ccccc1C(N)=O,-10.8,5.3%,-5.6%,3.5%,4.5,1.1%,5.5,1.5,0.7%,3.8%
c1ccc(CCc2nc(-c3ccccn3)no2)cc1,9.7,-9.6%,0.2%,-2.8%,-0.5,-1.1%,4.1,1.7,?,13.1%
Cc1cccc(NC(=O)c2ccc3nccnc3c2)c1C,8.6,-6.8%,3.4%,4.9%,-3.4,1.8%,-5.4,0.0,-19.9%,7.4%
N#CC1=C2SCN(Cc3ccco3)CN2C(=O)CC1c1ccc(Cl)cc1 (stereo not given),-2.5,-7.3%,4.7%,4.5%,-6.2,2.9%,-7.0,-5.2,2.5%,-6.0%
COc1ccc(NC(=O)CN(C)CC(=O)Nc2ccc(N3CCOCC3)cc2)c([N+](=O)[O-])c1,7.4,-3.6%,-3.8%,-0.9%,4.3,0.9%,-3.6,1.3,1.5%,2.4%
Cc1cccc(NC(=O)COC(=O)c2ccccn2)c1,-16.9,1.1%,8.0%,-2.9%,?,5.6%,-7.9,1.0,-27.3%,3.2%
COc1cccc(/C=C/C(=O)OCC(=O)c2c[nH]c3ccccc23)c1,11.0,-2.4%,.,.,12.3,1.7%,?,.,-7.6%,-2.5%
Cc1ccccc1C(=O)N1CCC(C(=O)Nc2cc(C(F)(F)F)ccc2N2CCCC2)CC1,-2.3,0.0%,.,.,-22.8,-3.3%,-4.2,.,?,5.6%
Cc1ccccc1-n1cnc2c(sc3nc(N4CCOCC4)c4c(c32)CCCC4)c1=O,16.4,-18.9%,-12.7%,-2.0%,9.1,-8.9%,-9.8,-6.2,-5.3%,12.6%
COc1ccc2nc(N3C(=O)CNC3=S)sc2c1,-12.0,-0.3%,0.3%,.,-4.7,10.0%,-5.3,2.9,?,19.7%
COc1ccccc1CNC(=O)c1ccccc1N(C)S(C)(=O)=O,3.0,-4.1%,10.6%,1.7%,0.4,-3.2%,11.5,2.4,8.8%,4.7%
CCN(CC)c1ccc(/C=N/NC(=O)C(O)(c2ccccc2)c2ccccc2)o1,.,-5.6%,18.4%,0.6%,.,-4.5%[46.1 µM],-0.9,0.0,?,-2.8%
CCOc1ccc(NS(=O)(=O)CC23CCC(CC2=O)C3(C)C)cc1 (stereo not given),-13.8,-5.0%,3.4%,0.1%,-4.7,2.1%,1.4,2.7,?,3.2%
CCOC(=O)Cn1c(=O)n(Cc2ccc(OC)cc2)c(=O)c2cccnc21,12.8,-0.2%,14.0%,8.3%,-0.2,0.5%,12.5,-0.5,-13.4%,-4.3%
N#Cc1c(-c2cccs2)nc(SCC(=O)c2cccs2)[nH]c1=O,8.8,-3.7%,-11.7%,.,1.4,0.2%,-12.0,8.6,?,-0.6%
CN(C)C(=O)c1cc2cc([N+](=O)[O-])ccc2s1,-7.4,-1.2%,-10.6%,3.5%,-7.2,0.2%,-0.8,2.9,-2.4%,-4.2%
NC(=O)CSc1nnc(-c2ccc([N+](=O)[O-])cc2)o1,-11.6,-1.1%,9.2%,10.2%,-0.3,-2.1%,-4.4,1.1,-1.1%,3.7%
Cc1cc(C)c2c(n1)SCC(=O)N2CC(=O)NCCC1=CCCCC1,-1.2,0.2%,3.1%,0.6%,26.6,-3.8%,5.7,3.7,-2.8%,-4.1%
Cn1c(=O)c2cc(S(=O)(=O)NCCC(=O)Nc3ccc(Cl)cc3)ccc2n(C)c1=O,-10.8,-5.0%,-1.3%,0.6%,7.0,.,-3.5,1.2,1.7%,1.7%
O=C(COC(=O)c1sc2cc(F)ccc2c1Cl)Nc1ncc(Cl)cc1Cl,20.7,-2.4%,7.3%,1.0%,-1.0,2.2%[46.1 µM],0.6,6.6,6.1%,-0.7%
NS(=O)(=O)c1ccc(CNC(=O)c2cc(-c3cccs3)nc3ccccc23)cc1,-10.6,5.3%,3.0%,-1.7%,21.3,6.5%,3.3,3.4,3.2%,12.7%
C=CCn1c(SCCN2CCCC2)nc2c([nH]c3ccccc32)c1=O,3.6,-2.8%,5.1%,-0.6%,6.7,-18.1%,-3.8,-7.1,-5.4%,5.2%
